IDH1 R132H inh – inhibitors of human IDH1 R132H; O75874; actives 0.18% (n = 70,000); inhibition, % at 10 µM; AID 624101; IDH1 R132H reductase, diaphorase/resazurin fluorescence, 60 min; in the data active means inhibition above about 34%;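 further: 0% = DMSO and 100% = no enzyme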
Target sequence (O75874 whole entry R132H): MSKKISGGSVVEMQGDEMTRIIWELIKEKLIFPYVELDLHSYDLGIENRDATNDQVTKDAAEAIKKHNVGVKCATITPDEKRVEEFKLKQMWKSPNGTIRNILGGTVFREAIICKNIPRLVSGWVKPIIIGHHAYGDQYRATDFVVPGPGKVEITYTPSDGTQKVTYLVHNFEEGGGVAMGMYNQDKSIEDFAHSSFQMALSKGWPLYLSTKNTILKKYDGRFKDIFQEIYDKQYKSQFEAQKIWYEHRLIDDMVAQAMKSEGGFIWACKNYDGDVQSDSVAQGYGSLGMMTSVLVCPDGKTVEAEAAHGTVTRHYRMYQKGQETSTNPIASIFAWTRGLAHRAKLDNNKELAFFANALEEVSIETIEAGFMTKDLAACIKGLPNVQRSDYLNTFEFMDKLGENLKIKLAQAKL
EZH2 inh – inhibitors of human EZH2/PRC2 methyltransferase; Q15910; PRC2 H3K27 methylation, DELFIA TRF, 1 h; inhibition, % at 12.5 µM; actives 0.35% (n = 57,000); AID 651548;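 active means mean inhibition of replicates at least 50% and every single replicate also reaching 50%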;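 further: dimethyl H3K27 on biotinylated H3 21-44 peptide detected by antibody; plate controls were median neutral control wells for no effect and median positive control wells for full effect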
* marks the source's active call; other numbers are inactive results; / = not tested or not shown.

Order of results: IDH1 R132H inh, EZH2 inh
> NCC[C@H]1CC[C@H](NC(=O)C2CCCCC2)[C@H](CO)O1
    0.2, -1
> C[C@H]1CN([C@@H](C)CO)C(=O)Cc2cc(NC(=O)Nc3cccc4ccccc34)ccc2O[C@H]1CN(C)CC1CCCCC1
    0.4, /
> C[C@H](CO)N1C[C@H](C)[C@H](CN(C)C(=O)CN(C)C)Oc2ncc(-c3ccccc3F)cc2C1=O
    -2.3, -25
> COCC(=O)Nc1ccc2c(c1)C(=O)N(C)C[C@H](OC)[C@@H](C)CN(Cc1ccncc1)[C@@H](C)CO2
    -0.2, 17
> CCCC(=O)Nc1ccc2c(c1)OC[C@H](C)N(CC1CCOCC1)C[C@@H](C)[C@@H](OC)CN(C)C2=O
    0.3, 0
> C[C@H](CO)N1C[C@H](C)[C@H](CN(C)Cc2ccncc2)Oc2ncc(-c3cccc(F)c3)cc2C1=O
    5.0, /
> Cc1ccnc(SCC(=O)c2ccc([N+](=O)[O-])cc2)n1
    2.7, -1
> C[C@H](CO)N1C[C@H](C)[C@@H](CN(C)Cc2ccc(Oc3ccccc3)cc2)Oc2ncc(-c3cncnc3)cc2C1=O
    -1.0, -6
> C[C@@H]1CCCCO[C@@H](CN(C)Cc2ccc(C(=O)O)cc2)[C@@H](C)CN([C@@H](C)CO)C(=O)c2cc(NC(=O)Cc3ccccc3)ccc2O1
    0.5, /
> C[C@@H]1CN([C@@H](C)CO)S(=O)(=O)c2ccc(C#CCN(C)C)cc2O[C@@H]1CN(C)S(=O)(=O)c1cccc(F)c1
    0.4, -5
> Cc1noc(C)c1NC(=O)N(C)C[C@H]1Oc2ccc(NC(=O)C3CC3)cc2CC(=O)N([C@@H](C)CO)C[C@@H]1C
    1.3, /
> COc1ccccc1S(=O)(=O)N(C)C[C@H]1Oc2cc(Br)ccc2S(=O)(=O)N([C@@H](C)CO)C[C@H]1C
    /, 3
> Cc1cc(C(=O)Nc2cccc3c2O[C@@H](CN(C)Cc2ccc(C(F)(F)F)cc2)[C@H](C)CN([C@H](C)CO)C3=O)n(C)n1
    1.7, -14
> COc1c(C2OCC(O)C(O)C2O)c(O)cc2oc(-c3ccc(OC4OC(C)C(O)C(O)C4O)cc3)cc(=O)c12 (centres undefined)
    0.4, /
> C[C@H]1CN([C@@H](C)CO)C(=O)c2cc(NS(=O)(=O)c3ccc(Cl)cc3)ccc2O[C@H]1CN(C)C
    -0.9, /
> Cc1ccc(S(=O)(=O)NCC[C@@H]2CC[C@H](NC(=O)CCN3CCCCC3)[C@H](CO)O2)cc1
    0.1, 1
> O=C(NCC[C@@H]1CC[C@H](NC(=O)c2ccccc2F)[C@@H](CO)O1)c1cnccn1
    -0.2, 1
> C[C@H](CO)N1C[C@H](C)[C@H](CN(C)Cc2ccncc2)Oc2ncc(-c3ccc(F)cc3)cc2C1=O
    4.0, 15
> CCOC(=O)c1c(NC(=O)C2CC(c3ccccc3Cl)=NO2)sc(C)c1C (centres undefined)
    -0.3, 19
> CO[C@@H]1CN(C)C(=O)c2cc(NC(=O)NC(C)C)ccc2OC[C@@H](C)N(C)C[C@H]1C
    0.0, -2
> O=C(C1=C[C@@H](c2ccc(C(F)(F)F)cc2)C[C@@H](OCc2ccc(CO)cc2)O1)N1CCCCCCC1
    /, 22
> c1ccc(-c2ccc(C(c3ccccc3)n3ccnc3)cc2)cc1 (centres undefined)
    0.3, /
> O=C(Nc1ccccc1)N[C@@H]1CC[C@@H](CCn2cc(C3(O)CCCC3)nn2)O[C@H]1CO
    -0.1, -12
> CCC(=O)Nc1ccc2c(c1)OC[C@@H](C)N(C(=O)c1ccccn1)C[C@H](C)[C@@H](OC)CN(C)C2=O
    -0.1, -11
> COc1ccc(-c2nn(-c3ccccc3)cc2C(=O)NCC(=O)c2ccccc2)cc1OC
    0.2, 0
> Cc1ccc(S(=O)(=O)N(C)C[C@H]2Oc3cc(C#CC4CCCC4)ccc3S(=O)(=O)N([C@@H](C)CO)C[C@@H]2C)cc1
    -0.3, -21
> O=C(CCc1nc2ccccc2[nH]1)Nc1ccc(F)cc1
    0.4, 9
> CO[C@@H]1CN(C)C(=O)c2ccc(NC(=O)C3CCCCC3)cc2OC[C@@H](C)N(Cc2nccs2)C[C@H]1C
    -0.1, 9
> Cn1c(SCC(=O)Nc2ccc(Oc3ccccc3)cc2)nnc1-c1cccs1
    0.0, 3
> C[C@@H]1CN([C@H](C)CO)C(=O)c2cccc(NS(=O)(=O)c3ccc(F)cc3)c2O[C@H]1CN(C)C(=O)Nc1ccc(F)cc1
    0.8, /
> CCOC(=O)NC(=O)CSc1ccccn1
    0.6, /
> CC(C)NC(=O)Nc1ccc2c(c1)C(=O)N([C@H](C)CO)C[C@H](C)[C@@H](CN(C)C(=O)Nc1ccccc1)O2
    4.4, -4
> Cc1ccc(S(=O)(=O)Nc2ccc3c(c2)C(=O)N([C@H](C)CO)C[C@@H](C)[C@@H](CN(C)Cc2ccc4c(c2)OCO4)O3)cc1
    -1.9, 8
> CCCc1cn(CC[C@@H]2CC[C@H](NC(=O)C3CCOCC3)[C@@H](CO)O2)nn1
    0.2, -2
> C[C@@H]1CN([C@H](C)CO)C(=O)c2cc(NC(=O)CCN3CCOCC3)ccc2O[C@@H]1CN(C)C(=O)NC1CCCCC1
    -0.2, /
> COc1ccc(NC(=O)Nc2ccc3c(c2)C(=O)N([C@H](C)CO)C[C@H](C)[C@@H](CN(C)C(=O)Nc2ccc(F)cc2)O3)cc1
    /, 2
> C[C@@H]1CN([C@@H](C)CO)C(=O)c2cc(NC(=O)C3CC3)ccc2O[C@@H]1CN(C)S(C)(=O)=O
    0.0, 6
> O=C1CC(c2ccc(O)cc2)Oc2cc(O[C@@H]3O[C@H](CO)[C@@H](O)[C@H](O)[C@H]3O)cc(O)c21 (some centres undefined)
    1.7, -2
> Cc1cccc(CN(C)C[C@@H]2OCc3cn(nn3)CCCC(=O)N([C@H](C)CO)C[C@H]2C)c1
    1.2, -1
> C[C@H]1CCCCO[C@@H](CN(C)CC2CCCCC2)[C@@H](C)CN([C@@H](C)CO)C(=O)c2cc(NC(=O)CCC(F)(F)F)ccc2O1
    3.9, /
> CO[C@H]1CN(C)C(=O)c2ccc(NS(C)(=O)=O)cc2OC[C@@H](C)N(C(=O)CC2CC2)C[C@@H]1C
    0.4, -9
> C[C@@H]1CN([C@H](C)CO)S(=O)(=O)c2ccc(C#CC3CCCC3)cc2O[C@H]1CN(C)C
    -0.8, /
> CO[C@@H]1CN(C)C(=O)c2cc(NC(=O)C3CC3)ccc2OC[C@H](C)N(C(=O)CN(C)C)C[C@@H]1C
    -0.1, -1
> COc1ccc(S(=O)(=O)N(C)C[C@H]2OCCCC[C@H](C)Oc3ccc(NC(=O)NC4CCCCC4)cc3C(=O)N([C@@H](C)CO)C[C@H]2C)cc1
    0.1, /
> C[C@@H]1CN([C@@H](C)CO)C(=O)c2cccc(NC(=O)Nc3ccc(C(F)(F)F)cc3)c2O[C@H]1CN(C)CC1CC1
    -1.1, -11
> COc1cccc(-c2ccc3c(c2)O[C@H](CN(C)CC2CC2)[C@H](C)CN([C@H](C)CO)S3(=O)=O)c1
    0.1, -17
> C[C@]12CCC3C4(C=CC5(C=C4C(=O)c4cc6ccccc6s4)C[C@@H](O)CC[C@]35C)C1CC[C@@]2(O)CN1CCC(n2c(=O)[nH]c3ccccc32)CC1 (some centres undefined)
    /, -15
> C/C=C/c1ccc2c(c1)O[C@@H](CN(C)C(=O)C1CCC1)[C@H](C)CN([C@H](C)CO)S2(=O)=O
    /, -7
> COCC(=O)Nc1ccc2c(c1)OC[C@H](C)N(Cc1ccncc1)C[C@@H](C)[C@H](OC)CN(C)C2=O
    0.6, -4
> CO[C@H](CN(C)C(=O)c1ccccc1F)[C@H](C)CN([C@@H](C)CO)S(=O)(=O)c1ccc(C)cc1
    -0.2, 0
> O=C(CSc1nnc(-c2cccc(Cl)c2)n1-c1ccccc1)Nc1ccccc1
    0.1, 19
> CO[C@@H]1CC[C@H]2CCOc3c(C#N)cccc3C(=O)N(C)C[C@H](C)C(=O)N(C)C[C@H]1O2
    0.1, -5
> O=C(Nc1cccc(Cl)c1)N[C@@H]1CC[C@@H](CCNC(=O)C2CCCCC2)O[C@H]1CO
    -0.4, 4
> COc1cccc(S(=O)(=O)Nc2ccc3c(c2)OC[C@@H](C)N(Cc2ccccc2F)C[C@H](C)[C@@H](OC)CN(C)C3=O)c1
    0.0, 10
> COC(=O)C[C@@H]1CC[C@H](NS(=O)(=O)c2ccc(OC)cc2)[C@H](CO)O1
    -0.1, 2
> COc1ccc(NC(=O)N[C@H]2CC[C@@H](CCNS(=O)(=O)c3cccc(Cl)c3)O[C@H]2CO)cc1
    -0.3, -37
> CC(C)NC(=O)N(C)C[C@H]1Oc2ccc(NC(=O)Nc3cccc4ccccc34)cc2CC(=O)N([C@H](C)CO)C[C@@H]1C
    -0.4, -7
> Clc1ccc2c(c1)nc(SCc1nnc(-c3ccccc3)o1)n2C1CCCCC1
    -0.1, 22
> C[C@H]1CN([C@@H](C)CO)C(=O)c2cc(NS(=O)(=O)c3cccs3)ccc2O[C@@H]1CN(C)Cc1ccc(Oc2ccccc2)cc1
    3.3, /
> CC(C)NC(=O)Nc1ccc2c(c1)CC(=O)N([C@@H](C)CO)C[C@@H](C)[C@H](CN(C)S(=O)(=O)c1cccs1)O2
    0.3, /

The results go on.
Order of results: IDH1 R132H inh, EZH2 inh
> O=C(N/N=C/C[P+](c1ccccc1)(c1ccccc1)c1ccccc1)c1ccccc1O
    7.3, -5
> CO[C@H](CN(C)S(=O)(=O)c1ccc(C)cc1)[C@@H](C)CN([C@H](C)CO)S(=O)(=O)c1cccc(Cl)c1
    -0.7, 5
> Cc1ccc(C)c(OCC(=O)Nc2ccccc2C#N)c1
    0.0, -1
> O=C(C[C@H]1CC[C@@H](NC(=O)Nc2ccc3c(c2)OCO3)[C@@H](CO)O1)NCc1ccc2c(c1)OCO2
    0.5, 0
> NS(=O)(=O)c1ccc(NC(=O)CSc2ncnc3sc4c(c23)CCCCC4)cc1
    0.5, -2
> COc1cc([C@@H]2c3cc4c(cc3C(OC3OC5COC(C)OC5C(O)C3O)C3OCC(=O)[C@@H]32)OCO4)cc(OC)c1O (some centres undefined)
    -8.4, /
> COc1ccc(S(=O)(=O)Nc2ccc3c(c2)C(=O)N([C@@H](C)CO)C[C@@H](C)[C@H](CN(C)C(=O)C2CCCCC2)OCCCC[C@@H](C)O3)cc1
    -0.1, /
> C[C@@H]1CN([C@@H](C)CO)C(=O)c2cc(C#CC3CC3)cnc2O[C@H]1CN(C)Cc1ccncc1
    1.3, 3
> CCC(=O)Nc1ccc2c(c1)OC[C@@H](C)N(Cc1nccs1)C[C@H](C)[C@@H](OC)CN(C)C2=O
    0.4, 3
> COc1ccc(C)cc1N(CC(=O)N1CCN(c2cc(Cl)ccc2C)CC1)S(C)(=O)=O
    0.1, 7
> CC(C)NC(=O)Nc1cccc2c1O[C@H](CN(C)S(=O)(=O)c1cccs1)[C@H](C)CN([C@@H](C)CO)C2=O
    2.6, /
> C[C@@H]1CN([C@H](C)CO)S(=O)(=O)c2ccc(C#Cc3cccnc3)cc2O[C@H]1CN(C)C
    0.2, 44
> COc1ccc(NC(=O)N(C)C[C@@H]2OCCCC[C@H](C)Oc3ccc(NS(=O)(=O)c4ccc(C)cc4)cc3C(=O)N([C@H](C)CO)C[C@@H]2C)cc1
    0.7, /
> C[C@@H]1CN([C@H](C)CO)C(=O)c2c(c3ccccc3n2C)-c2ccccc2CO[C@@H]1CN(C)S(=O)(=O)c1ccccc1C#N
    2.5, -19
> CC(C)(C)[S@@](=O)N1Cc2cc(C(=O)NCc3ccccc3F)nc(-c3cccc(-c4cncnc4)c3)c2[C@H]1CCO
    -0.2, 6
> C[C@H]1CCCCO[C@H](CN(C)S(=O)(=O)c2ccc(Cl)cc2)[C@@H](C)CN([C@@H](C)CO)C(=O)c2cc(NC(=O)NC3CCCCC3)ccc2O1
    2.4, /
> COc1cccc(NC(=O)N[C@@H]2CC[C@H](CC(=O)Nc3ccc(-c4ccccc4)cc3)O[C@H]2CO)c1
    -0.3, -7
> C[C@@H]1CN([C@@H](C)CO)C(=O)c2cc(NC(=O)C3CCCCC3)ccc2O[C@@H](C)CCCCO[C@@H]1CN(C)S(=O)(=O)c1ccc(F)cc1
    -11, /
> O=C(CCCCC(=O)N/N=C/c1ccoc1)NO
    0.0, 4
> CO[C@@H]1CN(C)C(=O)c2cc(NC(C)=O)ccc2OC[C@@H](C)N(S(=O)(=O)c2cn(C)cn2)C[C@H]1C
    -0.2, 11

7 structures from above, sorted by heavy-atom count, low to high.
Order of results: IDH1 R132H inh, EZH2 inh
> NS(=O)(=O)c1ccc(NC(=O)CSc2ncnc3sc4c(c23)CCCCC4)cc1
    0.5, -2
> O=C(N/N=C/C[P+](c1ccccc1)(c1ccccc1)c1ccccc1)c1ccccc1O
    7.3, -5
> C[C@@H]1CN([C@@H](C)CO)C(=O)c2cc(C#CC3CC3)cnc2O[C@H]1CN(C)Cc1ccncc1
    1.3, 3
> O=C(C[C@H]1CC[C@@H](NC(=O)Nc2ccc3c(c2)OCO3)[C@@H](CO)O1)NCc1ccc2c(c1)OCO2
    0.5, 0
> CC(C)NC(=O)Nc1cccc2c1O[C@H](CN(C)S(=O)(=O)c1cccs1)[C@H](C)CN([C@@H](C)CO)C2=O
    2.6, /
> C[C@@H]1CN([C@H](C)CO)C(=O)c2c(c3ccccc3n2C)-c2ccccc2CO[C@@H]1CN(C)S(=O)(=O)c1ccccc1C#N
    2.5, -19
> COc1ccc(S(=O)(=O)Nc2ccc3c(c2)C(=O)N([C@@H](C)CO)C[C@@H](C)[C@H](CN(C)C(=O)C2CCCCC2)OCCCC[C@@H](C)O3)cc1
    -0.1, /

Only part of the results is shown. The share of hits here may be higher or lower than overall.
